Source: PubChem (several laboratories)
CHRM5 agonist – CHRM5 agonism in calcium assay; AID 624037; activation, % at 3 µM; CHO-K1 hM5 cells, Fluo-8 calcium fluorescence; 0% DMSO wells, 100% maximal acetylcholine response; 360,000 tested, 0.19% active; P08912;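 active means activation above the run's mean over test compounds plus 3 SD, cut at about 23% in these data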;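 further: signal is peak over basal fluorescence ratio across the kinetic read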
Target sequence (P08912 whole entry, looked up): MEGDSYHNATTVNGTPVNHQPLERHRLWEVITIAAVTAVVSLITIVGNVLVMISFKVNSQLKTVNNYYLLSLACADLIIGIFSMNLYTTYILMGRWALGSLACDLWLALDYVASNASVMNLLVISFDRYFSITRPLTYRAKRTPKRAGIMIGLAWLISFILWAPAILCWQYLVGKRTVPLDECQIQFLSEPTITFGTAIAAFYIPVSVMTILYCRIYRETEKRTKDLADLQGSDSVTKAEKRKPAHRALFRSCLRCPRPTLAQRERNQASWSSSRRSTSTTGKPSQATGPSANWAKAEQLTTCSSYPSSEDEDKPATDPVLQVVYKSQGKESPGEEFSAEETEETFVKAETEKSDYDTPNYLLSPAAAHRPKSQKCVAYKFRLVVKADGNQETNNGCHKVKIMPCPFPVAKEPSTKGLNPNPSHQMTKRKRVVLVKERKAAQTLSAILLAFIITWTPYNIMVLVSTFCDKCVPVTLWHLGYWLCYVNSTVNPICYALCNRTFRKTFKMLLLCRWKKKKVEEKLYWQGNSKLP
M1 PAM – human CHRM1 positive allosteric modulation | activation, % at 3 µM | 360,000 tested, 0.088% active | CHO-K1 hM1, Fluo-8 calcium fluorescence, ACh EC20; 0% = ACh EC20, 100% = maximal ACh | P11229; in the data active means activation above about 19%, passing the limit was not always enough
CRFBP-R2 agonist – CRF-BP/CRF-R2 complex agonism; HEK293 CRF-R2/CRF-BP, calcium dye fluorescence (FLIPR); percent of saturating CRF peptide response; activation, % at 13.2 µM; 350,000 tested, 0.46% active; AID 588473;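 active means activation of at least 50%, plus an integration ratio under a set limit after plate pattern correction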;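 further: plate controls were neutral control wells without compound for no effect and CRF at EC100 for full effect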
M5 PAM – CHRM5 positive allosteric modulation. P08912. CHO-K1 hM5, Fluo-8 calcium, ACh EC20 PAM; 0% = ACh EC20, 100% = ACh EC100. activation, % at 3 µM. 360,000 tested, 0.3% active. AID 624038;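 active means activation above the run cutoff, the mean activation of all test compounds plus 3 SD, cut at about 18% in these data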
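Measured by: Fluo-8 calcium fluorescence; material: human M5 receptor in CHO-K1 cells; schedule: Post-acetylcholine fluorescence recording 140 s; benchmarks: low control EC20 acetylcholine (0%), high control EC100 acetylcholine (100%); read-out: Max/basal fluorescence ratio as % of EC20–EC100 ACh window; compound: single dose, 3 µM nominal final test concentration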
CRFBP-R2 block – antagonists of CRF-binding protein/CRF-R2 receptor complex | inhibition, % at 11.8 µM | HEK293 CRF-R2/CRF-BP, CRF-induced calcium fluorescence | AID 588475 | 350,000 tested, 0.59% active;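 active means inhibition of the ligand-induced calcium signal above about 50% at the single tested concentration, limit read from the data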
CHRM5 antagonist – blocks acetylcholine activation of human M5 receptor. AID 624040. CHO-hM5 cells, Fluo-8 calcium fluorescence, ACh EC80. P08912. 360,000 tested, 0.59% active. inhibition, % at 3 µM;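 active means inhibition above a per-plate cutoff, the mean of that plate's test compounds plus 3 SD, cut at about 27% in these data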;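 further: 0% = acetylcholine EC80 with DMSO and 100% = DMSO without agonist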
M4 antag – blocks acetylcholine activation of human M4 receptor. CHO-hM4 cells, ACh EC80, Fluo-8 calcium fluorescence. 360,000 tested, 0.73% active. AID 624125. inhibition, % at 3 µM. P08173;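 active means inhibition above its plate's cutoff, the mean inhibition of sample wells plus 3 SD, cut at about 27% in these data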;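 further: 0% = acetylcholine EC80 with DMSO and 100% = DMSO without agonist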
Target sequence (P08173 whole entry, looked up): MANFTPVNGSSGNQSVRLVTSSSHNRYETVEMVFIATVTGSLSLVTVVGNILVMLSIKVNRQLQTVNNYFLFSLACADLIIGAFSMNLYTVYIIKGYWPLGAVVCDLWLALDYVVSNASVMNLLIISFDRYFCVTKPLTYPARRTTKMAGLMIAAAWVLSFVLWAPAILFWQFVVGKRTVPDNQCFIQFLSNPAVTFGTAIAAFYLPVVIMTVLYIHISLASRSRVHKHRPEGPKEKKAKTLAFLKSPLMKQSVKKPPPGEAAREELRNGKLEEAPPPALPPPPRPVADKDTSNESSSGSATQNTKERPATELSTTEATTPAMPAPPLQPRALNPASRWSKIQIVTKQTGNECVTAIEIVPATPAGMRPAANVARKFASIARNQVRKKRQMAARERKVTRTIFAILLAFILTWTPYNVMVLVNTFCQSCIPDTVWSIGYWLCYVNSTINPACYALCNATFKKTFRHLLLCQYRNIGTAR
M4 ag – CHRM4 agonism in calcium assay. P08173. activation, % at 3 µM. CHO-K1 hM4/Gqi5, Fluo-8 calcium fluorescence; vehicle 0%, full acetylcholine response 100%. 360,000 tested, 0.14% active;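 active means activation above the run mean over all test wells plus 3 SD, cut at about 32% in these data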;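 further: peak over basal fluorescence ratio per well then scaled between controls; 0% = DMSO wells and 100% = acetylcholine at EC100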
M4 PAM – positive allosteric modulators of human muscarinic M4 receptor | 360,000 tested, 0.4% active | activation, % at 3 µM | P08173 | AID 624126 | CHO-K1 hM4/Gqi5, Fluo-8 calcium fluorescence, ACh EC20; 0% = ACh EC20, 100% = maximal ACh;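 active means activation above its plate's cutoff, the mean activation of sample wells plus 3 SD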; further: some results filed as inactive read as strong as hits
* hit, by the source's call; . = not tested or not shown; & = joins results of further samples; ! = not active in a repeat.

SMILES	CHRM5 agonist	M1 PAM	CRFBP-R2 agonist	M5 PAM	CRFBP-R2 block	CHRM5 antagonist	M4 antag	M4 ag	M4 PAM
Cc1ccc(S(=O)(=O)N[C@H](CO)C(C)C)cc1	0	.	.	-1	.	5	-2	1	-2
Cn1c(N)c(Br)c(-c2ccc(F)cc2)c(C#N)c1=O	-8	8	-0.2	-2	7	8	-20	3	1
CC(C)OCCCNC(=O)Cn1ccc2cc(S(=O)(=O)N3CCCCC3)ccc21	-2	7	1.1	0	-2	4	-11	0	1
CCN1CCN(C(=O)c2cc3c(=O)n(C)c4ccccc4c3n2C)CC1	0	-3	0.0	-3	-7	0	-6	1	0
CCC(CC)n1[nH]c(=O)cc1N	-3	3	-2.4	2	20	-8	5	2	2
Cc1nonc1C1CCCN1Cc1cn[nH]c1-c1ccc2c(c1)OCO2 (stereo not given)	-1	11	-1.6	9	13	0	-2	2	8
Cc1cc(C2C(C#N)=C(N)OC3=C2C(=O)CCC3)c(C)s1 (stereo not given)	-13	2	-1.3	9	-7	3	8	0	13
CCOC(=O)c1cnc(SCC(=O)c2ccc3c(c2)OCCO3)nc1N	1	5	-2.3	6	16	-7	-9	5	-3
Cc1ccc(C(=O)Nc2sc3c(c2C#N)CCCCC3)cc1C	-5	1	1.0	1	-11	-7	4	0	-7
Cc1ccc(/C=C/C(=O)NCc2ccc(S(N)(=O)=O)cc2)o1	-2	10	0.8	0	-2	0	7	0	-1
Cc1noc(C)c1N=Nc1ccc(Br)cc1C(=O)O	3	12	-3.9	7	13	4	-1	2	-1
Cc1cc(Br)cc(C)c1OCC(=O)NNC(=O)c1cccs1	-2	14	-1.4	-5	6	-18	-12	7	16
CCCn1c(SCC(=O)Nc2cc(S(=O)(=O)N3CCCCC3)ccc2C)n[nH]c1=O	1	-1	0.2	5	0	13	6	1	3
COc1ccc(/C=N/Nc2nc(C)cc(-c3ccccc3)n2)c(OC)c1	-2	20	-1.2	-3	8	-9	5	1	1
COc1ccc(CC(=O)N2CCCC2)c(OC)c1	-2	2	0.6	-3	-2	5	-1	2	0
COCCNC(=O)C(=O)NNS(=O)(=O)c1ccc(Cl)cc1	0	9	-1.5	3	4	2	10	0	-8
OC(CNC1CCCc2ccccc21)COc1ccc2ccccc2c1 (stereo not given)	2	6	-1.6	8	-28	-3	7	15	-5
CCOc1ccc(/C=N/OCC(=O)Nc2ccc3c(c2)OCO3)cc1	1	4	-1.1	0	26	3	-8	5	0
CCC(=O)c1ccc(OCC(=O)OCC(=O)Nc2c(C)n(C)n(-c3ccccc3)c2=O)cc1	4	13	3.1	0	-6	8	-3	2	12
NC(=O)C1(N2CCCCC2)CCN(C(=S)Nc2ccc(S(N)(=O)=O)cc2)CC1	-1	12	-0.6	7	1	5	-2	1	7

One compound at a time (already shown). Values in the order: CHRM5 agonist, M1 PAM, CRFBP-R2 agonist, M5 PAM, CRFBP-R2 block, CHRM5 antagonist, M4 antag, M4 ag, M4 PAM
Record of `CCCn1c(SCC(=O)Nc2cc(S(=O)(=O)N3CCCCC3)ccc2C)n[nH]c1=O` = 1, -1, 0.2, 5, 0, 13, 6, 1, 3
Record of `OC(CNC1CCCc2ccccc21)COc1ccc2ccccc2c1` (stereo not given) = 2, 6, -1.6, 8, -28, -3, 7, 15, -5

The list continues.
SMILES	CHRM5 agonist	M1 PAM	CRFBP-R2 agonist	M5 PAM	CRFBP-R2 block	CHRM5 antagonist	M4 antag	M4 ag	M4 PAM
CCOC(=O)N1CCN(C(=O)C2CCN(S(=O)(=O)c3ccc(OCC)cc3)CC2)CC1	-4	-3	-0.8	7	0	10	-3	0	1
CCCOc1ccc(/C=N/NC(=O)CN2CCCCC2)cc1	-11	6	0.1	2	-2	10	2	1	1
Cc1c(Br)c([N+](=O)[O-])nn1CC(=O)Nc1sc2c(c1C(=O)OC(C)C)CCC(C)C2 (stereo not given)	-2	0	-1.4	-4	1	-2	-2	1	9
Cc1ccc(NC(=O)[C@@H]2CCCN2S(=O)(=O)c2ccc(Cl)cc2)cc1	-3	-4	-3.0	-2	-11	11	9	-2	1
CCCn1c(N)c(C(=O)CSc2nnc(Cc3cccs3)n2C2CC2)c(=O)n(C)c1=O	2	-6	0.5	3	-8	3	2	3	-4
O=C(c1ccc2c(c1)OCO2)C1CCCN(C2CCN(CCc3ccccc3)CC2)C1 (stereo not given)	-10	-35	-1.5	-9	-1	2	12	4	-19
CCNC(=O)C1CCCN(C(=O)c2cccs2)CC1 (stereo not given)	2	8	.	-3	.	7	-1	1	4
CC[C@]12C(=O)N(C)C[C@H]([C@@H]3C(=O)N(Cc4ccccc4)C(=O)[C@@H]31)N2C(=O)c1ccccc1	4	-1	0.5	3	-6	4	1	0	-6
Cc1cc(C[n+]2cc(Cl)ccc2N)c2ncccc2c1	-16	-2	-2.0	0	12	7	13	1	-19
CSCC[C@H](NC(=O)[C@H]1CC[C@H](CNC(=O)[C@@H](N)Cc2ccccc2)CC1)C(=O)O	-2	4	-4.1	-4	27	-3	-2	0	0
Cc1cc(C)cc(N(C(=O)c2ccccn2)C(C(=O)NC2CCCCC2)c2ccncc2)c1 (stereo not given)	-2	4	-0.1	3	-11	3	-8	1	1
Cc1ccc(S(=O)(=O)N2CCN(C(=O)CN3CCOCC3)C2C(C)C)cc1 (stereo not given)	0	-3	0.9	-2	-4	7	-3	0	2
O[C@H]1c2ccccc2[C@H](Cc2cncs2)[C@@H]1Br	1	6	-0.6	14	13	-1	-12	0	3
Clc1ccc(-c2ccnc(-n3cccc3)n2)s1	-2	5	8.2	8	-3	-6	-13	0	1
CS(=O)(=O)N(CC(=O)NCCSc1ccccn1)c1cccc2ccccc12	2	12	-2.1	-5	-14	2	2	2	3
CCOC(=O)C1=C(C)NC(=O)NC1c1ccc(Br)s1 (stereo not given)	-4	10	-1.8	4	-4	3	-1	0	1
CCOc1ccc(Cl)cc1S(=O)(=O)N1CCCC1	-4	4	-0.8	-4	7	-9	11	-1	-5
CCCOP(=O)(c1ccc(N(C)C)cc1)C(Nc1ccccc1)c1ccc(N(C)C)cc1 (stereo not given)	-1	-5	-1.6	-4	-10	4	-1	0	2
O=C(O)c1ccccc1NSc1ccccc1[N+](=O)[O-]	-5	-6	0.7	-7	-9	10	6	10	2
COC(C[C@H](O)CC(=O)[C@H](C)OCc1ccccc1)OC	3	12	-0.6	6	8	1	1	0	7
COCCN1C(=O)C(CC(=O)Nc2ccc(C(C)=O)cc2)SC1=Nc1ccccc1 (stereo not given)	-1&0	-1&-13	0.0&-0.2	-12&-15	2&20	29*!	0&-6	12&14	-2&-10
COc1cccc(-c2ccc(C3=CC(=O)CC(C)(C)C3=O)cc2)c1OC	1	-23	-0.9	-6	3	1	12	11	-12
NC(=O)[C@H]1CC2(CC(c3cccc(NC(=O)CC(c4ccccc4)c4ccccc4)c3)=NO2)CN1C(=O)c1ccccc1C(=O)c1ccccc1 (stereo not given in full)	-7	-9	11	-8	10	13	9	5	-4
Cc1nn(C)c(C)c1C(=O)NN	-7	-4	-1.0	-3	-12	5	1	1	4
COc1ccc(S(=O)(=O)NCc2cccnc2)c(Cl)c1Cl	-1	9	0.7	-3	6	6	-4	2	3
O=C(c1ccc2oc(Cc3ccc(Cl)cc3)nc2c1)N1CC[C@H](O)C1	0	4	0.0	-4	3	7	-10	-3	0
CC(C)CN1C(=O)c2ccc(C(=O)NCc3ccccn3)cc2C1=O	-4	13	-1.3	-2	17	13	7	3	13
CCCCN1C(=N)N([C@@H](CCC)CN2CCC[C@H]2CN2C(N)=NC[C@@H]2Cc2ccccc2)C[C@H]1Cc1ccccc1	-13	-35	-1.2	-13	5	10	8	0	-9
O=C(NCc1nnnn1-c1ccc(F)cc1)c1ccc2ccccc2c1	0	3	-2.0	0	0	-3	-18	8	-2
CCN(CC)Cc1c(C(=O)N/N=C/c2c(Cl)cccc2Cl)nnn1-c1nonc1N	-3	11	-0.3	6	12	6	-1	1	2
CCCCC1=CC2=CC(=O)C(C)(OC(=O)CC)C(=O)C2=CN1CCc1c[nH]c2ccccc12 (stereo not given)	1	8	1.3	4	3	14	-4	1	7
Oc1ccc(Br)cc1CNc1ccccn1	-8	0	-3.0	0	-4	7	-11	1	-1
O=S(=O)(c1ccc(Cl)cc1)N1CCC2(CC1)OCCO2	-2	3	-0.8	-1	26	-6	-4	1	-2
COc1cccc(CN2CCC2(C)C(=O)Nc2cccc(Oc3ccccc3)c2)c1F (stereo not given)	0	-5	.	-2	.	3	-3	-1	-4
CNC(=O)C[C@H]1C(=O)N(c2ccccc2)C[C@@H]1Cc1ccccc1	1	6	0.6	-1	3	1	-1	1	2
COc1ccc(-c2cc3c(=O)n(CC(=O)N4CCN(C)CC4)ncn3n2)cc1	2	-5	7.7	-1	-12	-1	3	-1	-1
CCCCCCc1ccc(N2C[C@H](C)[C@@H](CC(=O)NCc3ccccc3)C2=O)cc1	-3	-2	1.2	11	-5	-7	-6	2	5
COc1ccc(-c2cn(CCc3c[nH]c4ccccc34)nn2)cc1	-4	3	-3.5	-20	3	15	-22	14	4
CCOc1ccc(C(=O)c2ccc(OCC)c(N)c2)cc1N	0	9	1.8	0	-10	-5	1	-1	2
Clc1cccc(Cl)c1CO/N=C/c1c(-c2ccccc2)nc2n1CCS2	0	3	4.0	-3	13	-2	-4	-1	2

Sorted by count of non-hydrogen atoms (falling): 14 of the compounds above
SMILES	CHRM5 agonist	M1 PAM	CRFBP-R2 agonist	M5 PAM	CRFBP-R2 block	CHRM5 antagonist	M4 antag	M4 ag	M4 PAM
NC(=O)[C@H]1CC2(CC(c3cccc(NC(=O)CC(c4ccccc4)c4ccccc4)c3)=NO2)CN1C(=O)c1ccccc1C(=O)c1ccccc1 (stereo not given in full)	-7	-9	11	-8	10	13	9	5	-4
CCCCN1C(=N)N([C@@H](CCC)CN2CCC[C@H]2CN2C(N)=NC[C@@H]2Cc2ccccc2)C[C@H]1Cc1ccccc1	-13	-35	-1.2	-13	5	10	8	0	-9
CCCCC1=CC2=CC(=O)C(C)(OC(=O)CC)C(=O)C2=CN1CCc1c[nH]c2ccccc12 (stereo not given)	1	8	1.3	4	3	14	-4	1	7
COc1cccc(CN2CCC2(C)C(=O)Nc2cccc(Oc3ccccc3)c2)c1F (stereo not given)	0	-5	.	-2	.	3	-3	-1	-4
CCN(CC)Cc1c(C(=O)N/N=C/c2c(Cl)cccc2Cl)nnn1-c1nonc1N	-3	11	-0.3	6	12	6	-1	1	2
COc1ccc(-c2cc3c(=O)n(CC(=O)N4CCN(C)CC4)ncn3n2)cc1	2	-5	7.7	-1	-12	-1	3	-1	-1
O=C(NCc1nnnn1-c1ccc(F)cc1)c1ccc2ccccc2c1	0	3	-2.0	0	0	-3	-18	8	-2
O=C(c1ccc2oc(Cc3ccc(Cl)cc3)nc2c1)N1CC[C@H](O)C1	0	4	0.0	-4	3	7	-10	-3	0
CNC(=O)C[C@H]1C(=O)N(c2ccccc2)C[C@@H]1Cc1ccccc1	1	6	0.6	-1	3	1	-1	1	2
CCOc1ccc(C(=O)c2ccc(OCC)c(N)c2)cc1N	0	9	1.8	0	-10	-5	1	-1	2
COc1ccc(S(=O)(=O)NCc2cccnc2)c(Cl)c1Cl	-1	9	0.7	-3	6	6	-4	2	3
O=S(=O)(c1ccc(Cl)cc1)N1CCC2(CC1)OCCO2	-2	3	-0.8	-1	26	-6	-4	1	-2
Oc1ccc(Br)cc1CNc1ccccn1	-8	0	-3.0	0	-4	7	-11	1	-1
Cc1nn(C)c(C)c1C(=O)NN	-7	-4	-1.0	-3	-12	5	1	1	4
